# 3CLpro inhibitor = SARS-CoV 3CLpro protease inhibitors, primary screen, biochemical, quenched FRET. recombinant SARS-CoV 3CLpro, quenched FRET peptide cleavage. actives 0.14% (n = 290,000). Replicase polyprotein 1ab (Severe acute respiratory syndrome coronavirus), P0C6X7. inhibition, % at 6 µM; in the data active = inhibition above about 12%
# PriA SSB inh = inhibitors of Klebsiella pneumoniae PriA binding to SSB C-terminal tail, primary screen, biochemical, AlphaScreen; PriA–SSB C-terminal tail interaction (Klebsiella pneumoniae); AlphaScreen SSBct-PriA binding, biotinylated peptide; inhibition, % at 33 µM; actives 0.6% (n = 430,000); AID 1272365, 2023; in the data active = inhibition mostly above about 37%, no sharp cut-off; inactive = mostly below about 20%;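 note: plate controls were negative control peptide for no effect and reference peptide for full effect; strong numbers were not always called active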
# BH1578 lux ind = inducers of Vibrio cholerae quorum light production without autoinducers, primary screen, BH1578 luxS cqsA deficient, single point. activation, % at 18.7 µM. actives 0.16% (n = 350,000). V. cholerae BH1578 lux reporter, luminescence, 6 h; in the data active = activation mostly above about 9.7%, no sharp cut-off; inconclusive = no clear call, values can overlap the other calls; inactive = mostly below about 3.7%; note: not every result past the cut was called active; inactives centre near 0; reference of the scale not given here
# DUSP3 inh = VHR1 phosphatase inhibitors, primary screen, biochemical, absorbance, uHTS; Dual specificity protein phosphatase 3 (Homo sapiens), P51452; AID 1654, 2009; recombinant VHR phosphatase, pNPP absorbance; inhibition, % at 13.3 µM; actives 0.52% (n = 290,000); in the data active = inhibition above about 50%; note: some compounds called inactive have numbers as strong as hits
# CCHFV vOTU inh = CCHFV vOTU protease inhibitors, primary screen, biochemical, Pep-AMC substrate, fluorescence | inhibition, % at 11.5 µM | actives 0.55% (n = 370,000) | AID 651958, 2012; in the data active = inhibition above about 30%; note: 0% = vehicle wells with enzyme and 100% = no enzyme wells
# TcdB inh = TcdB glycohydrolase inhibitors, primary screen, biochemical, single point, plate reader. Toxin B (Clostridioides difficile), P18177. TcdB glycohydrolase enzymatic assay. inhibition, % at 9.99 µM. actives 0.24% (n = 350,000). AID 652162, 2013; in the data active = inhibition above about 10%
# Target sequence (P18177 whole entry, looked up): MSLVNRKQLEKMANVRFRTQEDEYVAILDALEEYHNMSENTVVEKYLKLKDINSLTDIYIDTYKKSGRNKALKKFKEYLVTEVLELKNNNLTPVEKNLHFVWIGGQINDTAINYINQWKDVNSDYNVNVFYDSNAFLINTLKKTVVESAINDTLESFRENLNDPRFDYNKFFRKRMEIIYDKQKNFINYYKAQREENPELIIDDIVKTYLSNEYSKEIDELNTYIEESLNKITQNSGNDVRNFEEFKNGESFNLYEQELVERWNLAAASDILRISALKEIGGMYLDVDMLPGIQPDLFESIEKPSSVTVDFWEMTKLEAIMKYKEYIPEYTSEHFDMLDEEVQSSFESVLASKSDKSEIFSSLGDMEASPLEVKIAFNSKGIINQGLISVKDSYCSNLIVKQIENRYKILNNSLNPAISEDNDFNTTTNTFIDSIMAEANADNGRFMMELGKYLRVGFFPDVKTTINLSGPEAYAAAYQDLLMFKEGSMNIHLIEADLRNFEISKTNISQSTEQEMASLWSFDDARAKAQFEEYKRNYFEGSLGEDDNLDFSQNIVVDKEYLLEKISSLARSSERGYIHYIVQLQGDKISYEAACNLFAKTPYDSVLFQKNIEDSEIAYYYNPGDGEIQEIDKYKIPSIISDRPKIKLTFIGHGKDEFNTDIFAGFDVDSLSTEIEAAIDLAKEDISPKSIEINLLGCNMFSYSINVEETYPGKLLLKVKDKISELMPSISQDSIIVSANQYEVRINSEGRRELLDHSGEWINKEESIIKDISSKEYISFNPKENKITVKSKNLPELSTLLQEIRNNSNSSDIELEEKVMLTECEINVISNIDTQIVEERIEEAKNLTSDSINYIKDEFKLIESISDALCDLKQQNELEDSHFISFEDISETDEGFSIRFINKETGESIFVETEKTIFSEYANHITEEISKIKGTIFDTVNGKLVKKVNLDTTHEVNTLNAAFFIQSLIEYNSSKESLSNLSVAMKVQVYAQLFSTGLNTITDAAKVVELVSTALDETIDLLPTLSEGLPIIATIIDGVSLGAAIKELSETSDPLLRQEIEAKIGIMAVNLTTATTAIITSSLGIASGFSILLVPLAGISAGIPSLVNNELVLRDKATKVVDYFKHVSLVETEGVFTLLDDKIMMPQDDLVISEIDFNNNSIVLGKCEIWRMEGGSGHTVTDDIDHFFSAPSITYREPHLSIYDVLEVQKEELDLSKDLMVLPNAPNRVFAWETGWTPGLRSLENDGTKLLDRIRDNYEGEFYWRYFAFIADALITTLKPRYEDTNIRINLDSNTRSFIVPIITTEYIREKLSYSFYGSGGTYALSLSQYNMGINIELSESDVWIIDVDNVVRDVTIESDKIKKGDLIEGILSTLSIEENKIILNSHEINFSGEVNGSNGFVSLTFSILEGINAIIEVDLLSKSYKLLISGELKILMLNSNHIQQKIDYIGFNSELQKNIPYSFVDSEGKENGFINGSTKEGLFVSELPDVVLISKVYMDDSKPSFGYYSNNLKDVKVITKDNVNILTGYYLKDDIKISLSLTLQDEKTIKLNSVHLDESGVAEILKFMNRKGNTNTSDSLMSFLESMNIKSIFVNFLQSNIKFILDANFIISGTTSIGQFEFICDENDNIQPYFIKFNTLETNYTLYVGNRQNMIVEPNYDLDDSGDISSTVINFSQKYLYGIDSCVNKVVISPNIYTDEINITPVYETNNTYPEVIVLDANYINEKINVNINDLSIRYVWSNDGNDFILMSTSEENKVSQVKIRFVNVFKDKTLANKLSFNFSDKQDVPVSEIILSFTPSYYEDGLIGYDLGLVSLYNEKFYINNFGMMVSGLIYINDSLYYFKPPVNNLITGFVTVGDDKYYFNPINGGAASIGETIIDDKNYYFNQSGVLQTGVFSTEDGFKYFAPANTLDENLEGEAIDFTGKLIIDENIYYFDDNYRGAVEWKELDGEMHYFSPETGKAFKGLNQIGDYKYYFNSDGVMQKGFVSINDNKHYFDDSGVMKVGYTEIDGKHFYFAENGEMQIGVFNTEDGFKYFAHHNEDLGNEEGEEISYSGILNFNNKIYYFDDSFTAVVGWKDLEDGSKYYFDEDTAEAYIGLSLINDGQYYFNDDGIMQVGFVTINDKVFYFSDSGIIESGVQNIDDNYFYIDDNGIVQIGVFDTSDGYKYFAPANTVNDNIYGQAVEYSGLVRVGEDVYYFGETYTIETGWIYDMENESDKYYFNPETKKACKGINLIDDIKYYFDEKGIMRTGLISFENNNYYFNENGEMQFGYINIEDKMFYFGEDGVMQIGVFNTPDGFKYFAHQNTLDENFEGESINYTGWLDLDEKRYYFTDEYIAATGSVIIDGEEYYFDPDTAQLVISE
# BoNT A protease = BoNT/A light chain protease inhibitors, primary screen, biochemical, flow cytometry, MLPCN library; multiplex microsphere protease substrate cleavage; inhibition, % at 10 µM; actives 0.17% (n = 360,000); note: plate controls were buffer without enzyme for full effect and enzyme alone for no effect
# Y pestis TopoI = Yersinia pestis topoisomerase I inhibitors, primary screen, biochemical, cleavage product accumulation, plate reader, single point; activity, % at 10 µM; actives 0.064% (n = 360,000); Y. pestis Topo-I cleavage product accumulation; in the data active = activity above about 50%, passing the limit was not always enough; inconclusive = no clear call, values can overlap the other calls; note: inactives centre near 2
# PfHsp40 rescue = rescue of yeast from PfHsp40 toxicity, primary screen, S. cerevisiae, ATP luminescence; S. cerevisiae expressing PfHsp40, growth rescue; growth rescue, % at 12.5 µM; actives 0.68% (n = 340,000); AID 504582, 2011; in the data active = growth rescue above about 28%, passing the limit was not always enough; inconclusive = no clear call, values can overlap the other calls;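 note: yeast W303a lacking pdr1 and pdr3 grown in galactose medium; growth measured after three days at 30 °C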
# Anthrax LF prot = Bacillus anthracis LF protease inhibitors, primary screen, biochemical, multiplex microsphere, MLPCN library; multiplex microsphere protease cleavage assay; inhibition, % at 10 µM; actives 0.12% (n = 360,000); note: plate controls were buffer without enzyme for full effect and enzyme alone for no effect
# Numbers without * were called inactive; i = inactive; ? = inconclusive; . = not tested or not shown. Cut-off read from the data, not from the text of the source, unless noted: active = inhibition above about 30%; inconclusive = no clear call, values can overlap the other calls; inactive = below that. This is a subset (hit frequency here may not be typical).
cpd	SMILES	3CLpro inhibitor	PriA SSB inh	BH1578 lux ind	DUSP3 inh	CCHFV vOTU inh
1	Cc1ccc(C(=O)OCC(=O)c2ccc(Br)cc2)cc1S(=O)(=O)N1CCOCC1	.	-16	-0.3	.	-4
2	CCOC(=O)C1CN(C(C)(C)C)C(=O)C1=O (configuration not stated)	2	-23	i	3	-4
3	CCCn1c(SCC(=O)NC2CCCCC2)nnc1-c1ccco1	-3	-3	-0.4	58*	7
4	CCN(c1ccccc1)S(=O)(=O)c1ccc(Cl)c(NC(=O)CNC(C)c2ccccc2)c1 (configuration not stated)	.	-7	i	.	-7
5	Cc1cccc(C)c1NC(=O)/C(C#N)=C/c1cccs1	6	-4	i	20	25
6	Cn1cc(CN(Cc2ccccn2)C[C@@H]2CCC(=O)N2)c(-c2ccccc2F)n1	6	-1	.	12	6
7	Cc1cn[nH]c1	.	-8	-0.5	.	2
8	Cc1ccc(S(=O)(=O)Oc2ccc(/C=N/N=C3/NC(=O)C(CC(=O)O)S3)cc2)cc1[N+](=O)[O-] (configuration not stated)	0	.	0.5	18	5
9	COc1cccc(CC(=O)OCC(=O)NC(C)c2ccc(F)cc2)c1 (configuration not stated)	.	-6	-2.8	.	0
10	Nc1nc(SCC(=O)N2N=C(c3ccc(Cl)cc3)CC2c2ccco2)n[nH]1 (configuration not stated)	7	13	i	25	24

cpd	TcdB inh	BoNT A protease	Y pestis TopoI	PfHsp40 rescue	Anthrax LF prot
1	-0.2	-0.7	16	-0.2	4
2	1.9	-1.7	0	0.2	-3
3	0.3	-4.8	0	-1.0	-2
4	1.0	-1.6	-3	7.3	0
5	.	0.7	8	-1.4	-5
6	1.1	0.4	6	0.3	2
7	0.9	-1.2	-6	-1.0	-9
8	-0.1	-0.4	0	0.7	4
9	2.6	-0.3	-6	-0.7	-6
10	0.1	-0.8	7	1.4	-6

# Compound profiles, as listed above. Order of values: 3CLpro inhibitor	PriA SSB inh	BH1578 lux ind	DUSP3 inh	CCHFV vOTU inh	TcdB inh	BoNT A protease	Y pestis TopoI	PfHsp40 rescue	Anthrax LF prot
# Cc1cccc(C)c1NC(=O)/C(C#N)=C/c1cccs1 is listed with 6	-4	i	20	25	.	0.7	8	-1.4	-5
# Cn1cc(CN(Cc2ccccn2)C[C@@H]2CCC(=O)N2)c(-c2ccccc2F)n1 is listed with 6	-1	.	12	6	1.1	0.4	6	0.3	2
# Cc1ccc(C(=O)OCC(=O)c2ccc(Br)cc2)cc1S(=O)(=O)N1CCOCC1 is listed with .	-16	-0.3	.	-4	-0.2	-0.7	16	-0.2	4
# CCOC(=O)C1CN(C(C)(C)C)C(=O)C1=O (configuration not stated) is listed with 2	-23	i	3	-4	1.9	-1.7	0	0.2	-3
# COc1cccc(CC(=O)OCC(=O)NC(C)c2ccc(F)cc2)c1 (configuration not stated) is listed with .	-6	-2.8	.	0	2.6	-0.3	-6	-0.7	-6

# (next part)
cpd	SMILES	3CLpro inhibitor	PriA SSB inh	BH1578 lux ind	DUSP3 inh	CCHFV vOTU inh
11	COc1ccc(CCNC(=O)C(=O)NCCCN2CCOCC2)cc1	1	7	2.3	-24	-11
12	CC(C)(C)C(=O)Nc1ccccc1C(=O)N1CCCC1	5	-13	15	9	0
13	CCCS(=O)(=O)NC(=O)C1(C)CCCN(C(=O)c2ccnc(Cl)c2)C1 (configuration not stated)	.	.	-0.4	.	7
14	CCNC(=O)CCSc1nc(C)cc(C)n1	-1	-5	-0.1	4	-2
15	O=c1c(S(=O)(=O)c2ccc(Cl)cc2)cn(Cc2ccccc2)c2ccc(F)cc12	4	-9	-0.3	3	-10
16	C/C(=N\NC(=O)C(=O)Nc1cccc(Cl)c1)c1ccncc1	-3	.	-0.4	-6	-9
17	Cc1noc(C)c1COC(=O)CCC(=O)c1ccc(F)cc1	0	-12	i	40	0
18	COc1ccc(C(C)=NNS(=O)(=O)c2ccc(C)cc2)cc1OC	.	.	-0.5	.	4
19	COc1ccc(C)cc1S(=O)(=O)Nc1cccc(SC)c1	2	-21	i	0	-7
20	Cc1ccc(NC(=O)c2cc(S(=O)(=O)NCCc3ccccc3)ccc2F)cc1Cl	4	-25	i	21	7

cpd	TcdB inh	BoNT A protease	Y pestis TopoI	PfHsp40 rescue	Anthrax LF prot
11	0.0	-0.1	6	-0.1	-1
12	.	0.3	7	-0.1	-4
13	-0.7	0.1	0	.	-5
14	1.1	-0.2	12	-0.3	3
15	-1.9	-1.1	14	-0.7	-2
16	-0.5	0.7	-4	-2.7	-2
17	.	-1.0	0	0.0	2
18	-0.7	-0.2	2	.	-3
19	.	-0.4	6	-0.7	-2
20	.	-1.1	19	1.9	-3

# Other results
cpd	SMILES	3CLpro inhibitor	PriA SSB inh	BH1578 lux ind	DUSP3 inh	CCHFV vOTU inh
21	Clc1cccc(OCCN2CCN(CCOc3cccc(Cl)c3)CC2)c1	-1	-9	-0.2	6	1
22	CCC(C)SCC(=O)Nc1ccc(S(=O)(=O)N2CCOCC2)cc1OC (configuration not stated)	4	-3	i	-10	3
23	CCOC(=O)C1=C(C)NC2=C(C(=O)CCC2)C1c1cccs1 (configuration not stated)	3	-13	-0.2	-2	2
24	COc1ccc(N(CC(=O)NC(C)C)S(=O)(=O)c2ccc(NC(C)=O)cc2)cc1	1	-18	i	18	8
25	COc1cc(/C=N/NC(=O)c2ccncc2)ccc1OC(=O)c1cccc(Br)c1	0	.	-3.8	7	5
26	COc1ccc(NC(=O)/C(Cl)=C(/Cl)S(=O)Cc2ccccc2Cl)cn1 (configuration not stated)	0	-9	.	16	.
27	COc1ccc(NS(=O)(=O)c2ccc(O)c(NS(=O)(=O)c3ccc(NC(C)=O)cc3)c2)cc1	.	-12	0.3	.	-7
28	Cc1nc2sccn2c(=O)c1Cl	-2	-7	-0.5	16	4
29	COc1ccc(NC(=O)COc2cccc(-n3cnnn3)c2)cc1Cl	.	-3	-0.5	.	-11
30	CC(C)CN(CCC(=O)O)CC(C)C	14*	-4	-0.4	27	0

cpd	TcdB inh	BoNT A protease	Y pestis TopoI	PfHsp40 rescue	Anthrax LF prot
21	0.3	-1.3	10	3.5	-3
22	1.8	-1.0	3	-0.7	-1
23	.	0.2	-10	0.0	0
24	0.7	-1.4	1	0.1	2
25	0.7	-0.3	23	-1.6	-7
26	.	.	.	1.5	.
27	-0.2	-0.4	3	-0.2	5
28	-0.4	-0.8	1	-0.2	-4
29	1.1	.	-3	0.1	.
30	.	0.1	3	-0.7	-2

# (continued)
cpd	SMILES	3CLpro inhibitor	PriA SSB inh	BH1578 lux ind	DUSP3 inh	CCHFV vOTU inh
31	CCOC(=O)c1c(CNc2ccncc2)n(C)c2cc(Br)c(O)cc12	-5	-1	-0.4	34	14
32	CCN1CCN(c2ccc(NC(=O)c3ccc(F)cc3)cc2Cl)CC1	1	-3	-0.4	29	-8
33	COc1ccc(CNC(=O)C[C@H]2C(=O)N(C3CCCCC3)C[C@@H]2Cc2ccccc2)cc1	-1	-3	-0.4	-14	2
34	O=C(/C=C/c1cccs1)NCc1ccc2c(c1)OCO2	3	-1	-0.5	13	-1
35	CCc1ccc(OCC2Cn3c(nc4c3c(=O)[nH]c(=O)n4C)O2)cc1 (configuration not stated)	-3	-5	-0.2	19	-10
36	CC(Sc1nc(-c2ccc(F)cc2)cs1)C(=O)Nc1ccc(Cl)cn1 (configuration not stated)	-5	7	-0.3	5	16
37	CCC(C)c1ccc(NC(=S)N2CCN(S(C)(=O)=O)CC2)cc1 (configuration not stated)	0	-9	i	21	-5
38	O=C(NCCC1CCCCN1S(=O)(=O)c1ccccc1)C(=O)NCc1cccnc1 (configuration not stated)	.	-10	i	.	-10
39	CCOc1ccc(Nc2ncnc3c2cnn3-c2ccccc2)cc1	-4	-3	-0.3	-10	-2
40	COc1ccc(CNc2ccc3c(c2)CCC3)cc1Br	0	12	3.2	13	0

cpd	TcdB inh	BoNT A protease	Y pestis TopoI	PfHsp40 rescue	Anthrax LF prot
31	2.5	1.0	0	6.7	-6
32	-0.7	0.1	9	-0.1	-6
33	2.6	-0.5	20	-0.1	2
34	0.6	-2.0	9	-0.1	0
35	1.6	1.3	2	-1.0	-5
36	.	0.4	3	-0.8	2
37	1.7	-2.0	4	-0.1	-3
38	-2.5	-0.5	-10	-0.5	2
39	0.1	-0.1	-1	0.7	1
40	-13	?	-3	0.0	-9

# Other entries
cpd	SMILES	3CLpro inhibitor	PriA SSB inh	BH1578 lux ind	DUSP3 inh	CCHFV vOTU inh
41	CC1CN(Cc2ccc(Cl)cc2Cl)CC(C)O1 (configuration not stated)	-3	-27	0.8	12	-2
42	CC(C)Nc1nc(Cl)nc(NNC(=O)C(C)Oc2ccccc2)n1 (configuration not stated)	-1	-18	.	43	-6
43	CSc1ccc(-c2nnn(Cc3ccc(C)cc3)n2)cc1	4	-19	i	-8	6
44	CCSc1nnc(NC(=O)CSc2sc3c(O)cc(=O)[nH]c3c2C#N)s1	-1	-5	-0.1	29	16
45	CCC1(CC)Nc2ccccc2C(=O)N1c1ccc(NC(C)=O)cc1	-3	-14	i	-22	2
46	O=C(NN1CCOCC1)c1cnn2c(C(F)F)cc(-c3ccccc3)nc12	-1	-5	-0.2	-6	-1
47	Cc1ccc(NC(=O)c2cc(C)on2)cc1	-5	-19	i	8	-3
48	CCOC(=O)C1(C(=O)OCC)COC(=O)C1CN1Cc2cc3ccccc3nc2C1 (configuration not stated)	.	.	-1.4	.	13
49	O=C(COc1ccc(Br)cc1)OCCN1CCCCC1	-1	-2	i	9	8
50	S=c1[nH]ncn2c1cc1oc3ccccc3c12	-1	2	1.3	-15	-1

cpd	TcdB inh	BoNT A protease	Y pestis TopoI	PfHsp40 rescue	Anthrax LF prot
41	.	-0.2	3	0.1	2
42	.	0.4	9	0.4	-9
43	.	-0.9	6	-0.9	-6
44	-0.1	-0.9	1	-0.1	-5
45	.	-0.4	-1	-2.3	-6
46	-0.2	-1.2	2	-1.2	-1
47	.	5.5	-2	-1.5	1
48	1.7	0.9	2	.	-2
49	0.0	-2.0	-4	-1.6	-8
50	1.0	0.9	11	-0.1	0

# The results go on:
cpd	SMILES	3CLpro inhibitor	PriA SSB inh	BH1578 lux ind	DUSP3 inh	CCHFV vOTU inh
51	CCS(=O)(=O)NCC(c1cccnc1)N1CCN(c2ccc(F)cc2)CC1 (configuration not stated)	5	-16	i	20	5
52	CC(=O)Nc1ccc(NC(=O)C(C)OC(=O)c2oc3ccccc3c2C)cc1 (configuration not stated)	.	-17	-10	.	-6
53	O=C(Nc1ccc2[nH]c(=O)[nH]c2c1)c1ccc([N+](=O)[O-])o1	.	-28	i	.	15
54	Cc1cc(C(=O)N2CCOCC2)n(-c2ccccc2)n1	0	-9	-0.1	-12	-4
55	Cc1nn(CC(=O)Nc2nnc(C(C)C)s2)c(=O)c2ccccc12	4	-25	-1.5	14	1
56	CCc1ccc(CN(C)C(=O)C2CCC(=O)N(CCCN3CCCC3=O)C2)cc1 (configuration not stated)	-4	-11	0.8	23	-4
57	O=C(COC(=O)c1ccccc1[N+](=O)[O-])Nc1nnc(-c2ccccc2)o1	.	-17	-0.5	.	-9

cpd	TcdB inh	BoNT A protease	Y pestis TopoI	PfHsp40 rescue	Anthrax LF prot
51	.	-0.5	7	0.1	-2
52	1.2	1.6	-1	0.1	1
53	1.9	-0.9	-6	0.6	0
54	1.4	0.1	-2	0.1	-2
55	-2.2	0.9	5	0.3	-1
56	-0.1	1.4	3	0.5	-2
57	1.7	.	-3	1.1	.

# Screening results as filed in PubChem BioAssay.
